Assay outcomes as filed in PubChem.
Casp6 inh – inhibitors of human caspase-6; P55212; purified caspase-6, Z-VEID-R110 cleavage fluorescence; inhibition, % at 12.5 µM; 350,000 tested, 0.53% active; AID 686996;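 active means mean inhibition across replicates at least about 35%, with every replicate also reaching that limit, limit read from the data; inconclusive means only one of the two criteria met; inactive means neither criterion met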;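 further: 0% = median of neutral control wells and 100% = no fluorescence left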
Target sequence (P55212 24-179 limits assumed): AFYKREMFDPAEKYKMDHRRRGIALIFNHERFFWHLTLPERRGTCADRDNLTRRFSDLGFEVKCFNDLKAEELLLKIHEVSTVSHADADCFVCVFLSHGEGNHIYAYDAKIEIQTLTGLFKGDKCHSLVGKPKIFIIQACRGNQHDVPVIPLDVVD
Target sequence (P55212 194-293 limits assumed): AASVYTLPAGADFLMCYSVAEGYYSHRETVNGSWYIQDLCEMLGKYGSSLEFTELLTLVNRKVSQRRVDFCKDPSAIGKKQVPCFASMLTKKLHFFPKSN
PAX8 reporter – lowers PAX8-driven luciferase in RMG-I cells; inhibition, % at 12.6 µM; 360,000 tested, 1.2% active; RMG-I TPO-luciferase reporter, SteadyGlo, 24 h;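 active means mean replicate inhibition at least 60% with every replicate also reaching 60%; inconclusive means only one of the two criteria is met; inactive means mean below 60% and not all replicates reaching 60%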;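 further: luciferase light reporting Pax8 driven TPO promoter activity; plate controls were median of neutral control wells for no effect and mitoxantrone controls for full effect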
EWS-Fli inh – inhibitors of EWS/Fli oncoprotein transcriptional activity | A673 NR0B1-luciferase reporter, viability-normalised | inhibition, % at 12.6 µM | 350,000 tested, 0.67% active | AID 651661;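 active means mean inhibition of at least 50% after viability correction, with every replicate also passing that limit; inconclusive means mean reaches 50% but only one of two replicates passes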;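 further: firefly luciferase signal divided by Alamar Blue viability fluorescence both relative to DMSO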
DENV2 CPE – inhibitors of DENV2 cytopathic effect | 350,000 tested, 1.7% active | CPE inhibition, % at 9.99 µM | DENV2-infected cells, cytopathic effect rescue, plate reader; in the data active means CPE inhibition above about 20%, passing the limit was not always enough; inconclusive means no clear call, values can overlap the other calls; tested in BHK-21 cells;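 further: 0% = median of neutral control wells and 100% = median of positive control wells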
LGR2 antag – Drosophila LGR2 receptor signaling inhibition; HEK293 LGR2, CRE-luciferase, bursicon-stimulated, 4 h; inhibition, % at 9.99 µM; 380,000 tested, 0.35% active; AID 720647;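 active means drop in luminescence signal, shown as inhibition above about 50% in the replicate tests, limit read from the data, passing the limit was not always enough; inconclusive means probably only some replicates passing the limit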;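 further: agonist challenge used bursicon conditioned medium at about half maximal strength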
SIRT5 inh – sirtuin-5 (human) deacylase inhibition; Purified SirT5, succinyl-peptide AMC, trypsin-coupled fluorescence; inhibition, % at 15 µM; 330,000 tested, 1.1% active; in the data active means inhibition above about 15%; inconclusive means no clear call, values can overlap the other calls
Target sequence (Q9NXA8 whole entry, looked up): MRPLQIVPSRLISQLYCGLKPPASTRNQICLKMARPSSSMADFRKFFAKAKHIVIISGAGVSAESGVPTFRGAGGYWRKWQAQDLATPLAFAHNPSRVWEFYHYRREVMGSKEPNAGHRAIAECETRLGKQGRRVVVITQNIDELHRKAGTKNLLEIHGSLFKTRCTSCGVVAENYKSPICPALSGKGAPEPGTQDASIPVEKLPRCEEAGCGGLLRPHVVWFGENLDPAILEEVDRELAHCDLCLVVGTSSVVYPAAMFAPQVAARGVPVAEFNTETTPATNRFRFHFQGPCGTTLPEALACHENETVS
ARNT-TACC3 inh – disruptors of human ARNT/TACC3 interaction; Q9Y6A5; AlphaScreen His-ARNT PAS-B/GST-TACC3 binding, luminescence; TACC3 fragment carries E629A point mutation; inhibition, % at 9.99 µM; 390,000 tested, 0.66% active;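 active means mean inhibition of replicates at least 50% and at least half of replicates each reaching 50%; inconclusive means half or more replicates reach 50% but mean below 50%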;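 further: 0% = complete ARNT plus TACC3 wells and 100% = ARNT alone without TACC3; many hits fall short of the cut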
* = called active by the depositor; ? = inconclusive; / = no result given.

SMILES | Casp6 inh | PAX8 reporter | EWS-Fli inh | DENV2 CPE | LGR2 antag | SIRT5 inh | ARNT-TACC3 inh
Cn1c(CO)cnc1S(=O)(=O)Cc1c(Cl)cccc1Cl | 2 | -2 | 6 | 4 | 12 | -5 | -6
COc1ccc(NC(=O)N(C)C[C@@H]2Oc3c(NC(=O)c4ccncc4)cccc3C(=O)N([C@@H](C)CO)C[C@@H]2C)cc1 | 1 | -28 | -9 | -6 | -19 | 3 | 0
CCc1cccc(NC(=O)CCNS(=O)(=O)c2cc(Br)cnc2N)c1 | 1 | -14 | 7 | 5 | 4 | -4 | -4
COCCn1c(C)cc(/C=C2/NC(=O)N(Cc3ccc(C)cc3)C2=O)c1C | -1 | 26 | -31 | -3 | -1 | -1 | -3
CCN(CC)CCn1c(=S)[nH]c2cc(C(=O)NCc3ccccc3Cl)ccc2c1=O | -3 | -8 | / | -5 | -2 | 1 | 2
COc1ccc2c(c1)[nH]c1c(=O)n(N)cnc12 | -1 | 20 | -8 | -4 | -6 | -4 | 3
Cc1nc(CSc2n[nH]c(=O)n2-c2cccc(F)c2)cs1 | -1 | -23 | 13 | -4 | / | 0 | -2
CC[C@]12c3[nH]c4cc(CCC(=O)N(C)C)ccc4c3CCN1C(=O)[C@@H](CC(=O)NCc1ccc(OC)c(OC)c1)C[C@@H]2C(=O)N1CCN(C(=O)c2ccco2)CC1 | 1 | -6 | 1 | 5 | 2 | 2 | 9
C=CCN1C(c2cccc(C(F)(F)F)c2)=CS/C1=C(\C#N)c1nnc(N2CCOCC2)n1-c1ccccc1 | 12 | 7 | -8 | 10 | 12 | 5 | /
C[C@H]1CN([C@@H](C)CO)C(=O)c2cc(NC(=O)Nc3ccc(F)cc3)ccc2O[C@@H]1CN(C)Cc1ccc(Cl)c(Cl)c1 | -2 | -4 | -4 | 11 | 11 | -2 | /
O=C(Nc1ccc(Oc2ccc(NC(=O)c3ccco3)c(NC(=O)c3ccco3)c2)cc1)c1ccco1 | 0 | / | -1 | 4 | 9 | -2 | 2
COC(=O)C(C(=O)OC)c1ccc(-n2cccc2)cc1 | 0 | -6 | 8 | -3 | 10 | / | -8
CCc1nc2ccc(C(=O)Nc3ccc(OC)c(OC)c3)cn2c1N(CCC(C)C)CCN(C)C | -5 | 5 | 13 | 5 | 0 | 1 | /
CCOC(=O)c1ccc(NC(=O)COc2ccc(S(=O)(=O)N3CCCC3)cc2)cc1 | 3 | / | 3 | 5 | -3 | -9 | -5
C[C@@H](C(=O)CC(=O)OC(C)(C)C)[C@@H](O)c1ccccc1 | -1 | -2 | -99 | 11 | 9 | -6 | -2
O=C(CN1CCN(Cc2ccccc2)CC1)Nc1ccc(N2CCOCC2)cc1 | -2 | -9 | -3 | -5 | 2 | 1 | 5
Cc1noc(C)c1S(=O)(=O)Nc1ccc2c(c1)C(=O)N([C@@H](C)CO)C[C@@H](C)[C@@H](CN(C)C(=O)Nc1ccc3c(c1)OCO3)O2 | -2 | / | -1 | -8 | 1 | -3 | 2
Cc1ccc2ccc3cccnc3c2n1 | -11 | -14 | 6 | -6 | -21 | -5 | 74*
Cc1noc(C)c1NC(=O)N(C)C[C@H]1Oc2ccc(NC(=O)Cc3ccccc3)cc2CC(=O)N([C@@H](C)CO)C[C@@H]1C | -4 | -27 | -22 | -3 | 5 | 7 | /
c1csc(CNc2nc(NCC3CCCCC3)c3sccc3n2)c1 | -2 | 40 | 28 | -17 | 24 | 8 | /

Nine structures already listed, sorted by formula weight, rising.
SMILES | Casp6 inh | PAX8 reporter | EWS-Fli inh | DENV2 CPE | LGR2 antag | SIRT5 inh | ARNT-TACC3 inh
Cc1ccc2ccc3cccnc3c2n1 | -11 | -14 | 6 | -6 | -21 | -5 | 74*
C[C@@H](C(=O)CC(=O)OC(C)(C)C)[C@@H](O)c1ccccc1 | -1 | -2 | -99 | 11 | 9 | -6 | -2
Cn1c(CO)cnc1S(=O)(=O)Cc1c(Cl)cccc1Cl | 2 | -2 | 6 | 4 | 12 | -5 | -6
COCCn1c(C)cc(/C=C2/NC(=O)N(Cc3ccc(C)cc3)C2=O)c1C | -1 | 26 | -31 | -3 | -1 | -1 | -3
CCc1nc2ccc(C(=O)Nc3ccc(OC)c(OC)c3)cn2c1N(CCC(C)C)CCN(C)C | -5 | 5 | 13 | 5 | 0 | 1 | /
O=C(Nc1ccc(Oc2ccc(NC(=O)c3ccco3)c(NC(=O)c3ccco3)c2)cc1)c1ccco1 | 0 | / | -1 | 4 | 9 | -2 | 2
COc1ccc(NC(=O)N(C)C[C@@H]2Oc3c(NC(=O)c4ccncc4)cccc3C(=O)N([C@@H](C)CO)C[C@@H]2C)cc1 | 1 | -28 | -9 | -6 | -19 | 3 | 0
Cc1noc(C)c1NC(=O)N(C)C[C@H]1Oc2ccc(NC(=O)Cc3ccccc3)cc2CC(=O)N([C@@H](C)CO)C[C@@H]1C | -4 | -27 | -22 | -3 | 5 | 7 | /
Cc1noc(C)c1S(=O)(=O)Nc1ccc2c(c1)C(=O)N([C@@H](C)CO)C[C@@H](C)[C@@H](CN(C)C(=O)Nc1ccc3c(c1)OCO3)O2 | -2 | / | -1 | -8 | 1 | -3 | 2

Printed as active in ARNT-TACC3 inh (from the list above):
Molecule,Casp6 inh,DENV2 CPE,LGR2 antag,SIRT5 inh,ARNT-TACC3 inh
Cc1ccc2ccc3cccnc3c2n1,-11,-6,-21,-5,74*

The listing continues.
SMILES | Casp6 inh | PAX8 reporter | EWS-Fli inh | DENV2 CPE | LGR2 antag | SIRT5 inh | ARNT-TACC3 inh
COc1ccc(NC(=O)N[C@H]2C=C[C@H](CC(=O)NCc3ccccn3)O[C@H]2CO)cc1 | 1 | -20 | 6 | 0 | 8 | 0 | -6
COc1ccc(CN(C)C[C@@H]2Oc3ccc(NS(=O)(=O)c4ccc(C)cc4)cc3CC(=O)N([C@H](C)CO)C[C@H]2C)cc1 | 5 | -9 | -5 | -4 | -14 | 6 | /
O=C(/C=C/c1ccc(F)cc1)NCCNC(=O)/C=C/c1ccc(F)cc1 | 0 | -4 | 8 | / | -26 | -3 | /
COc1ccc(NS(=O)(=O)c2ccc3c(c2)CCO3)cc1 | 1 | 6 | 13 | -2 | 27 | 2 | -2
CC(=O)CCN1CCSCCS1(=O)=O | 1 | -14 | 6 | 11 | -8 | -2 | /
Cc1c(C(=O)Cc2ccccc2)n(C)c2ccccc12 | 3 | -6 | -26 | / | -20 | -1 | -6
Cc1cccc(SC2CCN(C(=O)C3CCC(=O)N(C4CC4)C3)CC2)c1 (stereo unspecified) | 1 | -9 | / | ? | 19 | -5 | /
O=C(Nc1ccc(NC(=O)c2ccco2)c(Cl)c1)c1ccc2c(c1)OCCO2 | -8 | -49 | -37 | 0 | -46 | -1 | 5
CC(=O)Nc1cccc(Oc2nc(NCCN(C)C)nc3ccsc23)c1 | -73 | 3 | -3 | -3 | 6 | -2 | /
Cc1ccc(Cl)cc1-n1c(=O)cc(N2CCN(C(=O)c3ccco3)CC2)[nH]c1=O | 0 | / | 9 | -1 | -5 | 1 | 3
Cc1ccc2nc(C)cc(C(=O)N3CCCC(CO)(Cc4ccccc4C)C3)c2c1 (stereo unspecified) | 2 | 10 | 9 | ? | 9 | -16 | 2
C[C@@H]1CCCCO[C@H](CN(C)C(=O)Nc2ccc(F)cc2)[C@@H](C)CN([C@H](C)CO)C(=O)c2cc(NS(=O)(=O)c3cn(C)cn3)ccc2O1 | 1 | -22 | -23 | -1 | -5 | -9 | -4
Cc1oc2cc([N+](=O)[O-])c(O)c([N+](=O)[O-])c2c1C(=O)c1ccc(Br)cc1 | 30 | -6 | 2 | -6 | 18 | 3 | 0
CCN1CCN(C(c2cccs2)C(C)NC(=S)Nc2cccc(C)c2C)CC1 (stereo unspecified) | -7 | 17 | -5 | 2 | -8 | -4 | -10
Cn1c(CCN2CCCC2)nc2cc(NS(=O)(=O)c3ccc(Cl)cc3)ccc21 | -10 | 101* | 29 | 5 | 8 | 5 | 24
CN(CCOc1ccccc1)CC(=O)Nc1ccc([N+](=O)[O-])cc1Cl | 0 | 3 | 5 | 5 | -5 | -1 | 0
CN(Cc1ccccc1)C(=O)c1ccc(NC(=O)Cc2cccc(NC(=O)C3CCN(C(=O)C4CCC4)CC3)c2)cc1 | -2 | -1 | 12 | -12 | -5 | / | -2
OC(c1cccc(Cl)c1)c1ncc(-c2cccc3ccccc23)[nH]1 (stereo unspecified) | 2 | 14 | 6 | -2 | -11 | / | /
O=C(N[C@@H]1CC[C@H](CC(=O)N2CCOCC2)O[C@H]1CO)c1cccc(F)c1 | 1 | 6 | -1 | -1 | 4 | -3 | -4
O=C(C[C@@H]1CC[C@H](NC(=O)C2CCOCC2)[C@@H](CO)O1)NCc1ccncc1 | 1 | / | 3 | 0 | -15 | -6 | /
COCC(=O)Nc1ccc2c(c1)[C@@H]1C[C@H](CC(=O)N3CCCCC3)O[C@H](CO)[C@@H]1O2 | / | -12 | 1 | -1 | 3 | / | -7
COc1cccc(C(=O)Nc2ccc3c(c2)OC[C@@H](C)N(C)C[C@H](C)[C@H](OC)CN(C)C3=O)c1 | 1 | -2 | -9 | 2 | 34 | 0 | -6
CN(C)C(CNC(C(=O)Nc1ccc(F)cc1)c1ccccc1)c1ccccc1 (stereo unspecified) | -6 | -6 | -68 | -4 | 1 | -4 | -1
C[C@@H]1CCCCO[C@@H](CN(C)CC2CCCCC2)[C@H](C)CN([C@H](C)CO)C(=O)c2cc(NC(=O)C3CCCCC3)ccc2O1 | 0 | -2 | 12 | -14 | 18 | -4 | 5
Cc1cc(Nc2ccccc2F)n2ncnc2n1 | -1 | -5 | -1 | -3 | 3 | 2 | /
CCOC(=O)c1c(N2C(=O)Nc3ccccc3N2O)sc2c1CCCC2 | 0 | 8 | 3 | 5 | -6 | 3 | 3
COc1cccc2oc(CCc3ccccc3)cc(=O)c12 | -1 | -131 | -109 | -11 | -58 | -10 | /
COC(=O)C[C@H]1CC[C@@H]2[C@H](COC[C@H](O)CN2S(=O)(=O)c2ccc(F)cc2)O1 | 1 | -10 | -8 | -3 | 2 | 12 | 10
COc1ccc(NC(=O)Nc2ccc3c(c2)C(=O)N([C@H](C)CO)C[C@H](C)[C@@H](CN(C)Cc2ccccc2)O3)cc1 | 0 | 2 | -3 | 43* | 15 | -2 | -8
CN(C)c1ccc(C2CC(=O)NC3=C2C(=O)CC(C)(C)C3)cc1 (stereo unspecified) | 6 | / | 9 | -8 | 2 | 2 | 5
CC(Sc1nnc2n1CCCCC2)C(=O)Nc1ccc(S(N)(=O)=O)cc1 (stereo unspecified) | 1 | 3 | -1 | -3 | 1 | 0 | -5
COc1ccc(CCNC(=O)CCN2C(=O)COc3ccccc32)cc1OC | 1 | / | 0 | 1 | -4 | -4 | 3
C[C@@H]1CN([C@H](C)CO)C(=O)c2cccc(NS(C)(=O)=O)c2O[C@H]1CN(C)S(=O)(=O)c1ccccc1 | 0 | / | 1 | -1 | 6 | 3 | -2
C=CCNC(=O)NC(=O)COC(=O)c1ccccc1Sc1ccc(C(F)(F)F)cc1[N+](=O)[O-] | -3 | -1 | 7 | 3 | 18 | 0 | -1
O=C(NCc1ccccc1)C1c2ccccc2OCC(=O)N1CC(F)(F)F (stereo unspecified) | 0 | 8 | -11 | 0 | 12 | -1 | /
C=CCn1c(-c2ccccc2)n[nH]c1=S | -2 | / | / | / | -3 | 10 | /
CCN(C(=O)COc1ccc2ccc(=O)oc2c1)C1CCCCC1 | 4 | 12 | -7 | ? | -4 | -2 | 4
CC(C)C#Cc1cnc2c(c1)C(=O)N([C@H](C)CO)C[C@@H](C)[C@H](CN(C)C(=O)Nc1ccc(F)cc1)O2 | 2 | 6 | -7 | -1 | -6 | 1 | /
COc1ccc(Nc2cc(Nc3cccc(OC)c3)ncn2)cc1 | 0 | -69 | -85 | 6 | -23 | 6 | 7
C[C@H]1CN(c2ccc(N3CCN(C(=O)OC(C)(C)C)C[C@@H]3C)cc2C#N)CCN1Cc1ccccc1 | -1 | 25 | 30 | 1 | 11 | -1 | /
O=C(O)Cc1ccc(NC(=O)Cc2ccc3ccccc3c2)cc1 | 2 | 16 | 9 | 1 | 7 | -2 | -7
CC(=Nc1cc(C(=O)c2ccccc2)ccc1N)C1=C(O)CC(C)(C)CC1=O | -3 | -54 | -26 | 1 | / | -1 | -1
